Cdc42 wt GTP: human Cdc42 wildtype GTP binding change, either direction | GST-Cdc42 beads, Bodipy-GTP binding, flow cytometry; actives lie on both sides | 190,000 compounds, 0.2% hits | P60953 | AID 761 | percent activity (GTP binding), % at 10 µM;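 active means percent activity GTP binding at least 20 points away from the 100% baseline, either down as inhibitor or up as activator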;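 further: median bead fluorescence of bound Bodipy-FL-GTP at 100 nM; 0% = excess unlabeled GTP control and 100% = no compound control; below 100% means less GTP binding so inhibitor and above means activator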
Target sequence (P60953 whole entry, looked up): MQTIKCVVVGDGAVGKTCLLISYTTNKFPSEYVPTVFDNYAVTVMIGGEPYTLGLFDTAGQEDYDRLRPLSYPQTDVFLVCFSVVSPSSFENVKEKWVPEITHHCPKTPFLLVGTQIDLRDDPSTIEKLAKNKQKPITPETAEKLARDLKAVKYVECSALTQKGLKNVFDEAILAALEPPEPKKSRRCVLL
Avidin fluor: avidin bead compound fluorescence profile | Avidin beads, compound fluorescence 488/530 nm, flow cytometry; active compounds read high | 220,000 compounds, 0.38% hits | fluorescence (KMESF) at 10 µM; in the data active means fluorescence above about 47; further: inactives centre near 10
Mcl1-Bid inh: disrupts binding of human Mcl-1 to Bid peptide | TR-FRET Mcl-1/Bid-Dy647 peptide binding, 1536-well | inhibition, % at 21.7 µM | 220,000 compounds, 0.97% hits | AID 1021;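 active means compounds that cut the binding signal by more than half at the single screening dose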;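 further: His-tagged Mcl-1 with europium anti-His antibody binding Bid BH3 peptide; 0% = Mcl-1 plus peptide wells and 100% = peptide-only wells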
Target sequence (Q07820 whole entry, looked up): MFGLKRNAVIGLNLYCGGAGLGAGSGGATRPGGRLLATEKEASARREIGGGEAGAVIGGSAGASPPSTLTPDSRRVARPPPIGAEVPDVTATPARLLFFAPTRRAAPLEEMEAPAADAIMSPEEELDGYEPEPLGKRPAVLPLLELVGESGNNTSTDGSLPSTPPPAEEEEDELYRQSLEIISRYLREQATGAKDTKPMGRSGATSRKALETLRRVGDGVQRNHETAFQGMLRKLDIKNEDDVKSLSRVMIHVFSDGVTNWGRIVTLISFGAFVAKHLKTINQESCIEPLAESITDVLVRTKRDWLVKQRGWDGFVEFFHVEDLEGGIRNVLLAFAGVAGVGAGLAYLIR
Rab7 wt GTP bind: alters GTP binding to wildtype dog Rab7 | GST-Rab7 beads, fluorescent GTP binding, flow cytometry; actives lie on both sides; untreated = 100%, excess cold GTP = 0% | GTP binding activity (percent of control), % at 10 µM | 190,000 compounds, 0.055% hits | AID 758;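 active means fluorescent GTP binding to Rab7 beads changed by at least 20 points from the 100% baseline, either direction, mostly lower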;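 further: median green fluorescence of bound Bodipy-FL-GTP per Rab7 bead population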
Bim-Mcl-1: inhibitors of Bim-Mcl-1 interaction, human; Q07820; AID 1009; 190,000 compounds, 0.1% hits; inhibition, % at 10 µM; Bead-based flow cytometry, Bim peptide-Mcl-1 binding; in the data active means inhibition above about 40%;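 further: 0% = no compound tracer wells and 100% = peptide blocker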
HRas wt GTP: changes GTP binding to wildtype human HRas | P01112 | GST-Ras wt beads, Bodipy-FL-GTP binding, flow cytometry; actives lie on both sides | GTP binding activity, % at 10 µM | 190,000 compounds, 0.14% hits | AID 759;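 active means GTP binding activity at least 20% away from the 100% baseline, either lowered as inhibitor or raised as activator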;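 further: 0% = unlabeled GTP competition control and 100% = no-compound control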
Target sequence (P01112 whole entry, looked up): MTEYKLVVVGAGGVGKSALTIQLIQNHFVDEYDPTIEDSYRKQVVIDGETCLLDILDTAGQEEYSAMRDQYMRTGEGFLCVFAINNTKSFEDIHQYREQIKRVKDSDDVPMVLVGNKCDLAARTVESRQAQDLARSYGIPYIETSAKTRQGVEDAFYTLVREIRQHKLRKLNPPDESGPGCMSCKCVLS
Mcl1 Noxa PPI: disrupts binding of human Mcl-1 to Noxa peptide; Q07820; TR-FRET Mcl-1/Noxa peptide binding, 2 h; inhibition, % at 21.7 µM; 220,000 compounds, 1.5% hits; AID 1022;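 active means compounds that cut the protein-peptide binding signal by more than 50% relative to plate controls in a single-dose test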;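 further: His-tagged Mcl-1 with rhodamine Noxa BH3 peptide and terbium anti-His antibody; 0% = Mcl-1 plus Noxa peptide wells and 100% = peptide-only wells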
Pf gamet viab: P. falciparum stage V gametocyte viability inhibition; P. falciparum stage V gametocytes, ATP luminescence, 24 h; inhibition, % at 10.9 µM; 150,000 compounds, 0.065% hits;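 active means inhibition above the mean plus 3 SD of compounds within the control limits, set per campaign, cut at about 38% in these data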;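 further: 0% = DMSO wells and 100% = medium only without gametocytes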
Rac1 wt GTP bind: modulators of human Rac1 wildtype GTP binding | GST-Rac1 beads, fluorescent GTP binding, flow cytometry; actives lie on both sides; 0 = cold GTP competed, 100 = untreated | GTP binding activity (% of control), % at 10 µM | 190,000 compounds, 0.27% hits;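 active means GTP binding activity at least 20 points away from the 100% control level, either lower or higher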
Rab2 wt GTP: changes GTP binding to wildtype dog Rab2A, up or down; GST-Rab2 wt beads, Bodipy-GTP binding, flow cytometry; GTP binding activity, % at 10 µM; 190,000 compounds, 0.19% hits;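 active means GTP binding activity at least 20 points away from 100%, either lowered or raised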;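 further: 0% = beads with excess unlabeled GTP and 100% = no-compound control corrected for plate trend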
Rac1 act GTP bind: alters GTP binding to activated mutant human Rac1; 190,000 compounds, 0.11% hits; GST-Rac1 activated beads, fluorescent GTP binding, flow cytometry; actives lie on both sides; 100% means binding = to untreated wells; percent activity (GTP binding), % at 10 µM; P63000; AID 764;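 active means GTP binding at least 20 percentage points away from the 100% baseline, in either direction, so actives lie on both sides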
* marks the source's active call; other numbers are inactive results; . = no result given.

(1) O=C(CCc1nc2ccccc2n1-c1ccccc1)NCCO
(2) CCOc1ccc(C(=O)CCC(=O)NC(CC(C)C)C(=O)OC)cc1 (centres undefined)
(3) CCCCC(=O)Nc1ncc(Br)s1
(4) Cc1ccccc1C(=O)NC1CCN(CC(=O)Nc2c(C)cccc2C)CC1
(5) CCN(C(=O)CSC1=Nc2ccccc2C2CC=NN12)C1CCS(=O)(=O)C1 (centres undefined)
(6) NC(Cc1ccc(O)cc1)c1cn([C@@H](CCC(=O)O)C(=O)N2CCNCC2)nn1 (some centres undefined)
(7) CCOc1ccc(NS(=O)(=O)c2ccc(C)c(C(N)=O)c2)cc1
(8) c1ccc(-c2noc(CN3CCOCC3)n2)cc1
Screen / compound no.	1	2	3	4	5	6	7	8
Cdc42 wt GTP	99	99	99	100	96	100	97	100
Avidin fluor	16	5	16	6	5	6	13	8
Mcl1-Bid inh	-4	-18	-1	-7	-74	-6	-33	-19
Rab7 wt GTP bind	101	105	97	93	103	95	97	106
Bim-Mcl-1	-3	1	-4	-1	3	3	-6	0
HRas wt GTP	98	99	99	97	98	95	97	99
Mcl1 Noxa PPI	5	2	17	7	4	4	7	0
Pf gamet viab	-29	.	.	.	-1	.	-2	20
Rac1 wt GTP bind	103	99	99	98	99	96	101	100
Rab2 wt GTP	100	102	98	96	99	96	95	102
Rac1 act GTP bind	99	97	98	94	97	95	94	96

Brought forward from above: 2 compounds; new compounds follow.
(7) CCOc1ccc(NS(=O)(=O)c2ccc(C)c(C(N)=O)c2)cc1
(8) c1ccc(-c2noc(CN3CCOCC3)n2)cc1
(9) Cc1ccc(OCc2n[nH]c(=S)n2C2CCCCC2)cc1
(10) CCOC(=O)C1CCCN(C(=O)CN2C(=O)/C(=C/c3ccc(OC)cc3)Oc3ccccc32)C1 (centres undefined)
(11) Cc1nnc(NC(=O)CSC2=NN3CCCC(=O)N=C3S2)s1
(12) CCOC(=O)C1CCN(c2ncnc3nc[nH]c23)CC1
(13) [O-]/[N+](=C/c1ccc(F)cc1)c1ccccc1
(14) COc1ccc(N2C(=O)C3C4C=CC(C4)C3C2=O)c([N+](=O)[O-])c1 (centres undefined)
(15) CN(C(=O)CSc1nncc2ccccc12)C1CCCCC1
(16) COCc1c(C(=O)Nc2nc(C)cs2)oc2ccccc12
Screen / compound no.	7	8	9	10	11	12	13	14	15	16
Cdc42 wt GTP	97	100	95	96	92	105	103	100	96	93
Avidin fluor	13	8	6	13	10	8	7	10	8	10
Mcl1-Bid inh	-33	-19	-9	-36	-30	-10	-30	-13	-19	-21
Rab7 wt GTP bind	97	106	93	99	112	102	103	97	99	97
Bim-Mcl-1	-6	0	-1	0	0	-1	-1	-1	-4	-4
HRas wt GTP	97	99	95	94	98	103	104	98	96	95
Mcl1 Noxa PPI	7	0	9	21	35	-17	-16	-1	3	-2
Pf gamet viab	-2	20	-5	4	-9	.	21	.	-10	9
Rac1 wt GTP bind	101	100	95	97	99	108	102	100	103	96
Rab2 wt GTP	95	102	94	94	98	105	102	99	98	92
Rac1 act GTP bind	94	96	93	93	96	100	99	97	97	93

(17) CCN(CC)S(=O)(=O)c1csc(C(=O)Nc2ccccn2)c1
(18) COc1ccc(-n2c(=O)c3c4c(sc3n3c(=S)[nH]nc23)CCCC4)cc1
(19) CC(C(=O)O)N1C(=O)c2ccccc2C1=O (centres undefined)
(20) CC1CCC2C(=O)N(c3ccccc3OC(=O)c3ccccc3F)C(=O)C2C1 (centres undefined)
(21) CCOC(=O)c1c(/N=C/c2cc(C)ccc2O)sc2c1CCC2
(22) CNC(=S)Nc1ccc(C(N)=O)cc1
(23) NNC(=O)c1ccc(CSc2nc3ccccc3[nH]2)cc1
(24) Cc1cc(Nc2cccc(F)c2)n2c(n1)nc1ccccc12
Screen / compound no.	17	18	19	20	21	22	23	24
Cdc42 wt GTP	102	94	104	92	96	99	96	99
Avidin fluor	17	10	17	11	14	9	13	7
Mcl1-Bid inh	-17	-54	-18	-14	-71	-86	-52	-36
Rab7 wt GTP bind	100	97	104	98	98	98	98	96
Bim-Mcl-1	-2	-9	-1	1	-6	0	3	0
HRas wt GTP	103	98	104	97	96	97	96	98
Mcl1 Noxa PPI	21	22	0	6	11	-4	10	3
Pf gamet viab	.	22	8	-10	1	-4	.	22
Rac1 wt GTP bind	105	97	106	99	97	101	102	104
Rab2 wt GTP	105	96	102	96	99	97	98	98
Rac1 act GTP bind	97	98	99	95	98	97	97	99

(25) O=C(COc1ncnc2cc([N+](=O)[O-])ccc12)NC(=O)NC1CCCCC1
(26) Cc1cc(N)n(-c2nc(-c3cccnc3)nc3ccccc23)n1
(27) C/C(=N\NC(=O)c1c(Br)c(C)nn1C)c1ccc(NC(=O)C(C)Oc2ccc(Cl)cc2C)cc1 (centres undefined)
(28) CCCc1nc2ccccc2n1CC(O)COc1ccc(NC(C)=O)cc1 (centres undefined)
(29) O=C(N/N=C/c1cn(-c2cccs2)nc1-c1ccccc1)c1ccc(O)cc1
(30) COc1ccc(-c2cc(=O)oc3cc(OCc4nn[nH]n4)ccc23)cc1
(31) CCCc1ncc(C(O)c2ccccc2OC)n1C (centres undefined)
(32) O=C(COc1ccc(Cl)cc1Cl)OCC(=O)N1CCCc2ccccc21
Screen / compound no.	25	26	27	28	29	30	31	32
Cdc42 wt GTP	80	98	92	94	104	100	98	98
Avidin fluor	22	20	8	13	19	17	6	8
Mcl1-Bid inh	4	-66	-16	-22	12	12	5	10
Rab7 wt GTP bind	90	104	91	94	101	98	100	98
Bim-Mcl-1	5	1	-1	0	-8	-9	-2	6
HRas wt GTP	85	101	93	97	102	97	99	98
Mcl1 Noxa PPI	26	18	5	18	23	19	-1	10
Pf gamet viab	-13	-14	-10	.	2	3	-14	1
Rac1 wt GTP bind	75*	99	94	97	109	100	100	101
Rab2 wt GTP	79*	100	98	95	102	97	98	96
Rac1 act GTP bind	89	95	92	93	100	94	96	97

(33) Cc1ccc(/C=N/NC(=O)c2ccc3nc[nH]c3c2)s1
(34) CC(C)c1cc[n+](-c2nc([O-])sc2C=O)cc1
(35) Cc1nc2c(F)c(F)c(C(F)(F)F)c(F)c2[nH]1
(36) CC(=O)N(C)Cc1ccc(C(=O)CCl)cc1
(37) O=C(Nc1nc(-c2ccc3c(c2)OCCO3)cs1)c1ccc(S(=O)(=O)N2CCCCC2)cc1
(38) Cc1ccc(S(=O)(=O)Nc2cccc3ncccc23)s1
(39) O=C(CSc1nc2ncccc2[nH]1)c1ccc(F)cc1
(40) Cc1cccc(OC(=O)c2cncc(Br)c2)c1
Screen / compound no.	33	34	35	36	37	38	39	40
Cdc42 wt GTP	87	106	97	91	104	100	100	101
Avidin fluor	7	11	8	5	11	6	7	10
Mcl1-Bid inh	-21	-17	-34	-17	-52	-67	-16	-1
Rab7 wt GTP bind	104	101	93	98	105	98	98	96
Bim-Mcl-1	2	0	1	5	0	0	-7	-1
HRas wt GTP	92	104	97	94	102	99	99	101
Mcl1 Noxa PPI	3	1	-8	8	-33	-79	10	7
Pf gamet viab	-12	15	.	-14	.	.	13	-7
Rac1 wt GTP bind	86	102	105	100	104	100	103	102
Rab2 wt GTP	96	104	98	98	102	98	97	99
Rac1 act GTP bind	90	101	100	95	95	97	100	101

(41) CCOC(=O)Nc1nnc(/C=C/c2ccc(OC)cc2)s1
(42) N#Cc1c(N)nc2c(c1N)CC(=O)N2c1ccc(Cl)cc1
(43) O=C(CSc1nc2c(c(=O)n1-c1ccc(F)cc1)SCC2)NCc1ccco1
(44) Cc1ccc(N2CC(C(=O)Nc3cc(C)on3)CC2=O)cc1 (centres undefined)
(45) O=C1c2ccccc2C(Nc2ccc(Cl)cc2)N1CCN1CCOCC1 (centres undefined)
(46) Cc1nc2ncnn2c(N2CCN(c3cccc(C(F)(F)F)c3)CC2)c1C
(47) O=C1C2C(c3ccccc3)C=CC(c3ccccc3)C2C(=O)N1c1ccncc1 (centres undefined)
(48) COc1cccc(CN(C(=O)Cn2nnc(-c3ccccc3F)n2)C(C(=O)NC(C)(C)C)c2ccncc2)c1 (centres undefined)
Screen / compound no.	41	42	43	44	45	46	47	48
Cdc42 wt GTP	101	107	102	95	103	101	101	96
Avidin fluor	14	6	30	10	11	13	18	12
Mcl1-Bid inh	-15	-36	-22	-13	-22	-25	8	-11
Rab7 wt GTP bind	95	107	101	94	101	97	103	96
Bim-Mcl-1	0	3	-4	-2	1	1	0	0
HRas wt GTP	96	106	101	94	106	99	104	96
Mcl1 Noxa PPI	-1	26	10	.	3	8	-12	7
Pf gamet viab	-1	.	.	.	.	14	6	-17
Rac1 wt GTP bind	102	110	104	92	107	99	104	98
Rab2 wt GTP	98	103	99	93	102	98	98	95
Rac1 act GTP bind	98	102	97	93	99	99	98	97

Among those listed so far, these contain bromine.
(3) CCCCC(=O)Nc1ncc(Br)s1
(27) C/C(=N\NC(=O)c1c(Br)c(C)nn1C)c1ccc(NC(=O)C(C)Oc2ccc(Cl)cc2C)cc1 (centres undefined)
(40) Cc1cccc(OC(=O)c2cncc(Br)c2)c1
Screen / compound no.	3	27	40
Cdc42 wt GTP	99	92	101
Avidin fluor	16	8	10
Mcl1-Bid inh	-1	-16	-1
Rab7 wt GTP bind	97	91	96
Bim-Mcl-1	-4	-1	-1
HRas wt GTP	99	93	101
Mcl1 Noxa PPI	17	5	7
Pf gamet viab	.	-10	-7
Rac1 wt GTP bind	99	94	102
Rab2 wt GTP	98	98	99
Rac1 act GTP bind	98	92	101

Additional entries follow:
(49) O=C(C(Cc1ccccc1)N1C(=O)c2ccccc2C1=O)N1CCc2ccccc21 (centres undefined)
(50) CC(C)c1nnc(NC(=O)C2CCCN2C(=O)Nc2ccccc2F)s1 (centres undefined)
(51) Cc1ccc(C(=O)NC(N2CCCC2)C(Cl)(Cl)Cl)cc1 (centres undefined)
(52) S=C(NC1CCCCC1)N1CCN(Cc2ccccc2Cl)CC1
(53) CCOC(=O)C1CCN(C(=O)COc2ccc(N(C)S(=O)(=O)c3ccc(OCC)cc3)cc2)CC1
(54) COc1ccccc1C(=O)N/C(=C/c1ccc(Br)cc1)C(=O)N1CCCC1
(55) O=C(COC(=O)c1n[nH]c2ccccc12)NC(=O)NC12CC3CC(CC(C3)C1)C2
(56) CS(=O)(=O)N1CCN(c2ccc(NC(=O)c3cccnc3Cl)cc2)CC1
Screen / compound no.	49	50	51	52	53	54	55	56
Cdc42 wt GTP	99	95	102	97	96	100	103	95
Avidin fluor	8	8	17	7	9	5	4	10
Mcl1-Bid inh	1	-10	3	-20	-45	2	3	-38
Rab7 wt GTP bind	104	103	102	95	92	98	96	95
Bim-Mcl-1	1	3	-1	-1	-2	-3	-1	1
HRas wt GTP	102	96	99	97	95	99	100	96
Mcl1 Noxa PPI	1	2	12	4	11	-7	13	9
Pf gamet viab	.	-4	12	3	-5	.	28	.
Rac1 wt GTP bind	105	95	100	101	95	104	108	97
Rab2 wt GTP	98	96	101	95	97	99	100	94
Rac1 act GTP bind	100	93	99	98	95	102	101	95

Bioassay records from PubChem BioAssay.
